# HKDC1 inh: HKDC1 (human) hexokinase inhibition; Q2TB90; recombinant HKDC1, G6PDH/diaphorase resazurin coupled fluorescence; inhibition, % at 20 µM; 340,000 compounds, 0.16% hits; AID 493160;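 active means inhibition above about 35% when tested at 20 µM, limit read from the data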;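 further: plate controls were DMSO wells with enzyme for no effect and DMSO wells lacking enzyme for full effect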
# Target sequence (Q2TB90 whole entry, looked up): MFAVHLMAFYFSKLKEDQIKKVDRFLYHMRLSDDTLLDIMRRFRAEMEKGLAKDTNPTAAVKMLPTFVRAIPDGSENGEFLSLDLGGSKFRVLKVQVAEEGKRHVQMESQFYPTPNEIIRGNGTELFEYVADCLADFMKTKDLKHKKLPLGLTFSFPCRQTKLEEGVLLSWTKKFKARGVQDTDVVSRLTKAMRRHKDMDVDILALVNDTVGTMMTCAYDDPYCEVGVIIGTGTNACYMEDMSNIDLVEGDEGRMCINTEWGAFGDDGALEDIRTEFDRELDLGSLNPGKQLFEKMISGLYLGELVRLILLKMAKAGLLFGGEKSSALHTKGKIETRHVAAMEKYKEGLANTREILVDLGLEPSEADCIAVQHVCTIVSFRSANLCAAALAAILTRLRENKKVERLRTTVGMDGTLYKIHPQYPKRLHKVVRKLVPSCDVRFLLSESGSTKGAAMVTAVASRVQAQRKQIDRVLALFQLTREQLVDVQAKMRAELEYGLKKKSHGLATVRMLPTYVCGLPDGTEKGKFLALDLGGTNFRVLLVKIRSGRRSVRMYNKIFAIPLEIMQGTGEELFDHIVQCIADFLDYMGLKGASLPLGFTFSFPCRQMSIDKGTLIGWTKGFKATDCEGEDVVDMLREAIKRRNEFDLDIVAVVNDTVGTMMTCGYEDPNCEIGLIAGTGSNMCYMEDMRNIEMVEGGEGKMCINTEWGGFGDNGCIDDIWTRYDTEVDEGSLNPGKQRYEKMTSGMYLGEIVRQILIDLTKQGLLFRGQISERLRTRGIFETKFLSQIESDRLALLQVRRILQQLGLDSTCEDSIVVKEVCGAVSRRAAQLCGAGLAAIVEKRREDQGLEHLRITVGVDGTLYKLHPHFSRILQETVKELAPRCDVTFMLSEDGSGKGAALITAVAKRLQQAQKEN
#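 System: Recombinant HKDC1 hexokinase | Amount: HKDC1 at 5 µg/mL | Reagent: Glucose with 1 mM ATP | Doses: Single 20 µM dose | Incubation: Reaction time 90 min, room temperature, protected from light | Signal: Coupled resazurin fluorescence, excitation 525 nm, emission 613 nm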
# SENP7 inh: SENP7 protease inhibition. recombinant SENP7, Z-RLRGG-aminoluciferin luminescence, 40 min. inhibition, % at 5 µM. 330,000 compounds, 1.5% hits. Q9BQF6;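 active means inhibition above about 50% at the single test dose, limit read from the data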;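 further: plate controls were DMSO with enzyme for no effect and no enzyme buffer wells for full effect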
# Gli-Sufu antag: antagonists of Gli-Sufu signaling; 340,000 compounds, 0.74% hits; AID 588413; Sufu-KO-LIGHT fibroblasts, Gli luciferase reporter luminescence; inhibition, % at 5 µM;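 active means inhibition above about 55%, limit read from the data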;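 further: 0% = DMSO-treated cells and 100% = wells with medium but no cells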
# Apaf-1 inh: human Apaf-1 inhibition | AID 489030 | O14727 | 330,000 compounds, 0.71% hits | inhibition, % at 20 µM | reconstituted apoptosome caspase-3 activity, DEVD-Rh110 fluorescence; active means inhibition of at least 40% at 20 µM;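 further: plate controls were DMSO wells for no effect and DEVD-CHO caspase inhibitor wells for full effect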
#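 System: reconstituted apoptosome with Apaf-1, cytochrome c, caspase-9, procaspase-3, dATP; Signal: Rh110 fluorescence intensity; Schedule: 30 min compound preincubation, 50 min activation, room temperature; Reagent: cytochrome c trigger plus (Z-DEVD)2-Rh110 caspase-3 substrate.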
# Jurkat NFkB inh: lowers PMA/ionomycin-induced NF-kB signal in Jurkat cells; PMA/ionomycin-induced NF-kB luciferase reporter, luminescence; 330,000 compounds, 0.53% hits; inhibition, % at 4 µM
# UBC13 inh: blocks human UBC13 polyubiquitin chain formation; P61088; TR-FRET; inhibition, % at 20 µM; 330,000 compounds, 0.47% hits; in the data active means inhibition above about 45%, passing the limit was not always enough
# Target sequence (P61088 whole entry, looked up): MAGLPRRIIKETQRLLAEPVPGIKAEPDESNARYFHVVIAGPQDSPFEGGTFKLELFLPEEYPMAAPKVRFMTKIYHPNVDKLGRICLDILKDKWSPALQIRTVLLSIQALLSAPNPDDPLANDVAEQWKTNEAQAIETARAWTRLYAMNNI
# SENP8 block: inhibitors of human SENP8 protease. purified SENP8, Z-RLRGG-aminoluciferin cleavage, luminescence. inhibition, % at 10 µM. 330,000 compounds, 1.2% hits
# 697 NFkB inh: inhibitors of the PMA/ionomycin-induced NF-kB reporter in 697 B cells. 697 B-cell NF-kB luciferase reporter, 16 h. inhibition, % at 4 µM. 330,000 compounds, 0.33% hits. AID 435022; in the data active means inhibition above about 35%
# Starred values were filed as active, the others as inactive; · = not tested or not shown. Unless noted, no stated cut-off is given here; in the data, active means inhibition above about 50%; inactive means the rest.
1) Cc1ccc(S(=O)(=O)NC(CC(=O)O)c2ccc(F)cc2)cc1 (configuration not stated)
2) CN(C)S(=O)(=O)c1ccc2c(c1)nc(CCC(=O)NCc1ccc(Cl)cc1)n2C
3) Cc1cc(C(=O)OCC(=O)c2cccs2)ccc1[N+](=O)[O-]
4) CCOc1c(Cl)cc(/C=N/NC(N)=S)cc1OC
5) O=C(Nc1ccc(C(=O)O)cc1)Nc1ccc(F)cc1F
6) COc1cccc(NC(=O)c2ccc3c(c2)N(CC(=O)N2CCCCC2)C(=O)C(C)(C)O3)c1
7) COc1ccccc1N(C)S(=O)(=O)c1ccc(C(=O)NC2CCCCCC2)cc1
8) CCOc1ccc(N(CC)C(=O)CCNC(=O)Cn2ccc3ccccc3c2=O)cc1
9) Cc1cccc(NC(=O)c2cc(-c3ccccn3)nc3ccccc23)c1C
10) CCOC(=O)C1(Cc2ccccc2C(F)(F)F)CCN(CC(O)CO)CC1 (configuration not stated)
entry no.	1	2	3	4	5	6	7	8	9	10
HKDC1 inh	0	-6	-5	-11	7	-2	-1	-1	-4	-3
SENP7 inh	-14	-3	-2	2	77*	-2	-3	-1	-21	1
Gli-Sufu antag	-16	3	-5	0	-5	1	7	-3	-14	12
Apaf-1 inh	6	1	13	1	1	1	19	-1	11	11
Jurkat NFkB inh	0	-7	5	-4	3	-4	1	-21	-2	15
UBC13 inh	-9	-4	4	1	3	-7	-5	-16	-20	8
SENP8 block	-6	-6	-12	5	69*	1	0	-2	-7	-1
697 NFkB inh	-24	-8	8	14	16	9	-38	11	-2	7

11) C#CCNCCS(=O)(=O)N(Cc1ccc(Br)cc1)[C@@H](C)C(=O)O
12) Cc1cc(SCC(=O)N/N=C/c2ccc(C(=O)O)cc2)nc2ccccc12
13) c1nc(NCc2ccc3c(c2)OCO3)c2cc(-c3ccc4c(c3)OCCO4)ccc2n1
14) Nc1nc(Nc2ccccc2)nc(N2CCCC2)c1[N+](=O)[O-]
15) Cc1ccccc1OCC(=O)NS(=O)(=O)c1ccc(Cl)cc1
16) Clc1ccc(CNCCC2=CCCCC2)cc1
17) C=CCOc1ccc(CN(C)C(=O)c2ccc(CNS(=O)(=O)c3ccc(C)c(C)c3)cc2)cc1
18) COc1ccccc1NC(=S)NC(=O)C(C)(C)C
19) Cc1cccc(C)c1OC(=O)CN1C(=O)c2ccccc2C1=O
20) O=C(COC(=O)CNC(=O)c1ccccc1)NCc1ccc2c(c1)OCO2
entry no.	11	12	13	14	15	16	17	18	19	20
HKDC1 inh	-1	8	-3	1	1	-2	1	3	-6	-5
SENP7 inh	6	-8	6	-2	-9	-2	7	-8	-16	-4
Gli-Sufu antag	-9	21	-26	-10	7	10	15	-2	5	17
Apaf-1 inh	3	7	21	15	4	-3	12	-4	17	-3
Jurkat NFkB inh	·	-3	5	-27	9	6	4	1	-7	-21
UBC13 inh	·	1	4	-3	-3	-6	9	5	-7	2
SENP8 block	·	-3	-1	-17	-9	-7	5	2	-6	0
697 NFkB inh	19	-7	-8	-55	4	3	-21	-13	-4	1

21) Cc1c(CN(C)C(=O)CSc2nc(-c3ccco3)cc(C(F)(F)F)n2)cnn1C
22) CC(CC(=O)NC1CCCCC1)S(=O)(=O)c1ccc2c(c1)CCN2C(=O)C1CC1 (configuration not stated)
23) COc1ccc(N2CCN(c3ncnc4c3cnn4-c3ccc(C)cc3C)CC2)cc1
24) N/C(=N\OC(=O)c1ccc(Cl)cc1Cl)c1cccnc1
25) CC(C)C(NC(=O)c1ccc(C(C)(C)C)cc1)C(=O)Nc1cccc(S(N)(=O)=O)c1 (configuration not stated)
26) COc1ccc(N(CC(=O)Nc2ccc(S(=O)(=O)N3CCCCC3)cc2)S(C)(=O)=O)cc1OC
27) C#Cc1ccc([C@H]2C=C(C(=O)N3CCOCC3)O[C@@H](OCc3ccc(CO)cc3)C2)cc1
28) Cc1c(C(=O)Nc2c(C)n(C)n(-c3ccccc3)c2=O)oc2ccccc12
29) Cc1ccc(S(=O)(=O)N2CC(O)C[C@H]2C(=O)OCC(=O)c2ccccc2)cc1 (some centres not stated)
30) COc1ccccc1N1CCN(C(=O)c2ccc(CSc3ccccc3)cc2)CC1
entry no.	21	22	23	24	25	26	27	28	29	30
HKDC1 inh	6	-7	-4	-5	3	-3	1	-3	-6	6
SENP7 inh	-6	2	-3	72*	4	-9	3	-2	-5	9
Gli-Sufu antag	4	-7	28	-79	2	2	-1	4	1	2
Apaf-1 inh	-11	4	7	76*	1	18	6	4	8	18
Jurkat NFkB inh	14	-3	37	-119	3	7	-14	5	-2	-15
UBC13 inh	-16	-1	8	-5	14	-7	-10	4	-10	0
SENP8 block	-4	-1	3	61*	4	-18	-2	4	-15	1
697 NFkB inh	-10	11	-15	-129	-4	-34	8	-6	-10	-51

31) COc1ccc(-n2c(COc3cccc4ccccc34)nnc2SCC#N)cc1
32) CC(C)c1ccccc1NC(=O)CN1C(=O)c2ccccc2C1=O
33) CC(C)OC(=O)COc1cc(O)c2c(=O)cc(-c3ccccc3)oc2c1
34) Cc1ccc(-c2c3c(=O)n(C)c(=O)n(C)c3cn2-n2cnnc2)cc1
35) Cc1ccc(CNC(=O)c2ccc3c(=O)n(CC4CCCO4)c(=S)[nH]c3c2)cc1 (configuration not stated)
36) O=C1CSCC(=O)N1c1ncc(C(F)(F)F)cc1Cl
37) CCN(CC)S(=O)(=O)c1ccc(C)c(NC(=S)N2CCN(C/C=C/c3ccccc3)CC2)c1
38) Cc1ccccc1-c1nc(S(=O)(=O)c2ccc(Br)cc2)c(NCc2cccnc2)o1
39) O=C(NOCc1ccccc1)c1ccc(Cl)cc1Cl
40) COC(=O)/C=C/C(=O)Nc1cccnc1
entry no.	31	32	33	34	35	36	37	38	39	40
HKDC1 inh	5	-4	-2	-2	-5	-2	-1	-9	-2	-8
SENP7 inh	-3	-8	2	-1	14	-2	10	2	8	5
Gli-Sufu antag	7	17	-5	-6	-1	5	66*	6	-40	-3
Apaf-1 inh	12	-13	-15	-5	11	-30	12	11	-17	-2
Jurkat NFkB inh	-7	11	0	19	3	-5	29	-7	-40	9
UBC13 inh	6	1	-1	0	9	15	13	14	2	8
SENP8 block	-9	0	-2	1	-2	8	5	8	3	0
697 NFkB inh	-4	-4	-5	7	10	15	-18	4	-104	6

41) Cc1cccc(CCNS(=O)(=O)c2ccc3c(c2)CCN3C(=O)CCC(=O)O)c1
42) CCN(Cc1ccccc1)C(=O)c1cc2c(OC)c(OC)c(OC)cc2[nH]1
43) COc1ccc(CN(C)c2ccc(S(=O)(=O)N3CCN(C)CC3)cc2[N+](=O)[O-])cc1OC
44) Cc1ccc(N=C2S/C(=C\c3cn(CC(=O)O)c4ccccc34)C(=O)N2C)cc1
45) O=C(OCC(=O)N1CCN(c2ccccc2)CC1)c1ncc(Cl)c(Cl)c1Cl
46) COC(=O)C(Cc1ccccc1)P(=O)(c1ccccc1)c1ccccc1 (configuration not stated)
47) COCCN1C(=O)Cc2c1nc(N)c1c(N)nc(N3CCN(c4ccc(F)cc4)CC3)c(C#N)c21
48) COc1cccc(Cn2cnc3c(NS(=O)(=O)c4cccc(Cl)c4Cl)c(C)c(C)cc32)c1
49) O=C(CCN1CCCCCC1)Nc1cccc(Cl)c1
50) O=C(COc1ccc(C(=S)N2CCC(Cc3ccccc3)CC2)cc1)N1CCOCC1
entry no.	41	42	43	44	45	46	47	48	49	50
HKDC1 inh	1	-3	0	6	-2	-7	0	7	11	-12
SENP7 inh	3	0	-1	-1	9	-4	12	9	4	9
Gli-Sufu antag	-15	-6	74*	2	-8	-3	6	5	2	-2
Apaf-1 inh	-4	13	6	34	11	8	10	24	2	16
Jurkat NFkB inh	4	-16	68*	36	22	-12	0	-5	7	-16
UBC13 inh	-4	1	-7	-24	1	-16	0	-8	-8	-1
SENP8 block	-2	0	-7	-3	-3	-11	-3	6	-4	1
697 NFkB inh	19	10	87*	-48	11	-8	-19	-61	6	26

51) Cc1cccc(OCC(O)Cn2c(=N)n(Cc3ccccc3)c3ccccc32)c1 (configuration not stated)
52) Cc1cc(NS(=O)(=O)c2ccc(NS(=O)(=O)c3ccc(CC(C)C)cc3)cc2)nc(C)n1
53) O=C(C1CC(c2ccccc2O)=NO1)N1CCc2ccccc2C1 (configuration not stated)
54) Cc1ccc(O)c(NC(=O)CSc2ccc(Cl)cc2)c1
55) O=[N+]([O-])c1ccccc1S(=O)(=O)Nc1cccnc1
56) CC(=O)NC(c1ccc(C)cc1)c1cc(Cl)c2cccnc2c1O (configuration not stated)
57) O=C(NCc1ccccc1Cl)NCc1ccccc1Cl
58) Cc1cccc(C)c1N(CC(=O)N1CCOCC1)S(C)(=O)=O
59) CCOc1ccc(N(Cc2cc3ccc(C)cc3[nH]c2=O)S(=O)(=O)c2ccccc2)cc1
60) Cc1c(Br)c([N+](=O)[O-])nn1CC(=O)Nc1c(C)n(C)n(-c2ccccc2)c1=O
entry no.	51	52	53	54	55	56	57	58	59	60
HKDC1 inh	-2	5	-8	-5	-5	-26	-8	-3	8	-13
SENP7 inh	-7	-1	5	7	12	-4	-9	-3	12	-1
Gli-Sufu antag	8	8	-16	21	4	0	-16	-21	0	4
Apaf-1 inh	58*	12	-1	7	6	-3	-3	-20	14	3
Jurkat NFkB inh	62*	-10	-26	69*	-11	4	-29	3	42	0
UBC13 inh	36	-14	3	14	-3	-8	-7	6	2	-3
SENP8 block	-10	-4	-6	-14	-14	-5	-3	-4	-14	3
697 NFkB inh	-42	6	-13	-12	12	-24	-5	-3	-71	16

61) COc1ccc2sc(-c3ccccc3OC)c(-c3ccc(OC)c(F)c3)c2c1
62) COc1cccc(CNS(=O)(=O)c2cn(C)cn2)c1
63) COC(=O)c1cc(S(=O)(=O)NCc2ccc3c(c2)OCO3)c[nH]1
64) O=C(N=Nc1c(O)[nH]c2ccccc12)c1cc(-c2cccs2)[nH]n1
entry no.	61	62	63	64
HKDC1 inh	-2	-3	-7	11
SENP7 inh	0	5	-12	10
Gli-Sufu antag	-1	-9	-3	-29
Apaf-1 inh	-7	-6	-1	10
Jurkat NFkB inh	2	3	5	-10
UBC13 inh	11	5	1	-14
SENP8 block	-4	-6	-1	6
697 NFkB inh	28	9	21	-2

# Grouped by structure: the compounds so far containing fluorine.
1) Cc1ccc(S(=O)(=O)NC(CC(=O)O)c2ccc(F)cc2)cc1 (configuration not stated)
5) O=C(Nc1ccc(C(=O)O)cc1)Nc1ccc(F)cc1F
10) CCOC(=O)C1(Cc2ccccc2C(F)(F)F)CCN(CC(O)CO)CC1 (configuration not stated)
21) Cc1c(CN(C)C(=O)CSc2nc(-c3ccco3)cc(C(F)(F)F)n2)cnn1C
36) O=C1CSCC(=O)N1c1ncc(C(F)(F)F)cc1Cl
47) COCCN1C(=O)Cc2c1nc(N)c1c(N)nc(N3CCN(c4ccc(F)cc4)CC3)c(C#N)c21
61) COc1ccc2sc(-c3ccccc3OC)c(-c3ccc(OC)c(F)c3)c2c1
entry no.	1	5	10	21	36	47	61
HKDC1 inh	0	7	-3	6	-2	0	-2
SENP7 inh	-14	77*	1	-6	-2	12	0
Gli-Sufu antag	-16	-5	12	4	5	6	-1
Apaf-1 inh	6	1	11	-11	-30	10	-7
Jurkat NFkB inh	0	3	15	14	-5	0	2
UBC13 inh	-9	3	8	-16	15	0	11
SENP8 block	-6	69*	-1	-4	8	-3	-4
697 NFkB inh	-24	16	7	-10	15	-19	28
